STAT1 inh: inhibitors of IFN-gamma induced STAT1 signaling. inhibition, % at 5.5 µM. NIH 3T3 STAT1-luciferase reporter, luminescence. hit rate 0.35% among 200,000;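 active means inhibition above a set limit, the mean inhibition across all tested compounds plus 3 SD, cut at about 34% in these data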;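 further: 0% = IFN-gamma with DMSO and 100% = IFN-gamma with 300 µM nifuroxazide; values of inactives mirror those of a sister screen read the other way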
Hsp70 activator: Hsp70 transcriptional activation, primary screen; HeLa Hsp70 promoter luciferase reporter, luminescence; scaled: vehicle 0, proteasome-inhibitor control 100%; activation, % at 10 µM; hit rate 0.04% among 200,000; AID 1203;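 active means activation above the mean across all tested compounds plus 3 SD, cutoff set per campaign, cut at about 5.5% in these data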;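 further: 100% = MG132 at 30 µM as the positive control and 0% = DMSO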
Diaph inh CS: counter-screen for diaphorase-based assays: diaphorase inhibitors and chemical oxidizers. diaphorase resazurin-to-resorufin fluorescence, NADH, 16 min; bacterial (C. kluyveri) enzyme, not human. inhibition, % at 20 µM. hit rate 0.69% among 190,000. AID 1217;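 active means primary screen inhibition at 20 µM above a set limit, cut at about 50% in these data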;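 further: plate controls were DMSO with full reaction for no effect and wells lacking NADH for full effect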
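Benchmarks: positive control wells lacking NADH, neutral wells with DMSO only. System: bacterial diaphorase enzyme (C. kluyveri). Input: 0.14 U/mL diaphorase, enzyme working solution. Detection: resorufin fluorescence, excitation 544 nm, emission 590 nm. Times: 16-min room-temperature incubation before reading.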
G6PDH CS: inhibits Leuconostoc G6PDH, flagging false hits in G6PDH-based assays; AID 1020; Purified L. mesenteroides G6PDH, diaphorase/resazurin coupled fluorescence, 45 min; inhibition, % at 5 µM; hit rate 0.12% among 200,000; in the data active means inhibition above about 50%
STAT1 activator: increases IFN-gamma driven STAT1 reporter signal; NIH 3T3 STAT1-luciferase reporter, luminescence; 100% = IFN-gamma alone, no compound; hit rate 2.6% among 200,000; activation (% of control), % at 5.5 µM;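 active means activation above the screen-wide mean activation plus 3 SD, cut at about 130% in these data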;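 further: raw ratio to IFN-gamma control signal so 100% means no change and 0% no light; values of inactives mirror those of a sister screen read the other way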
Diaph act CS: counter-screen for diaphorase-based assays: diaphorase activators and chemical reducers; Diaphorase/resazurin coupled assay, resorufin fluorescence, 16 min; active compounds read high; 1 = vehicle wells, 0 = NADH-free wells; activation factor at 20 µM; hit rate 0.005% among 190,000; AID 1229;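 active means diaphorase activity raised at least twofold by the compound at 20 µM; inactive means activation factor below 2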
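Assay system: bacterial diaphorase enzyme (C. kluyveri) / Input: enzyme 0.07 U/mL final / Medium: 50 mM HEPES pH 7.4 with 4.542 mM MgCl2, 0.005% Tween 20 / Doses: single compound dose of 20 µM, 1% DMSO final / Incubation: 16 min enzyme reaction, ambient temperature / Signal: fluorescence, excitation 544 nm and emission 590 nm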
APP 5UTR inh: APP translation inhibition | SH-SY5Y APP 5'UTR-luciferase reporter, luminescence | inhibition, % at 2 µM | hit rate 0.82% among 190,000 | AID 1285;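 active means inhibition above a set limit, derived from the sample mean plus 3 SD, cut at about 45% in these data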; further: values of inactives mirror those of a sister screen read the other way
STAT3 inh: inhibitors of IL-6 induced STAT3 signaling | inhibition, % at 5.5 µM | AID 862 | U3A cells, IL-6 STAT3-luciferase reporter, luminescence; host cell line lacks STAT1 | hit rate 0.89% among 190,000;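 active means inhibition above the mean inhibition across all screened compounds plus 3 SD, cut at about 44% in these data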;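 further: 0% = DMSO only wells and 100% = 100 µM nifuroxazide control wells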
STAT3 activator: increases IL-6 driven STAT3 reporter signal; U3A cells, IL-6 STAT3-luciferase reporter, luminescence; 100% = signal with IL-6 EC80 alone; activation (% of control), % at 5.6 µM; hit rate 0.91% among 190,000; AID 871;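 active means activation above the screen-wide mean of compound activation plus 3 SD, cut at about 130% in these data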;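 further: 0% = background luminescence of wells with medium and substrate only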
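Test system: Human STAT1-deficient U3A cells with stable STAT3-luciferase reporter | Also added: Interleukin-6, 33 ng/mL | Timing: Compound pre-incubation 1 h before IL-6, then 6 h stimulation at 37 °C | Technique: Luciferase reporter luminescence | Read-out: Percent of IL-6-only median luminescence | Benchmarks: IL-6-only wells as 100% reference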
TLR4-MyD88 BLA: blocks binding of human TLR4 to MyD88 | HeLa CL3-4 TLR4/MyD88 BLA complementation, FRET ratio | hit rate 0.18% among 200,000 | inhibition, % at 8.4 µM | O00206+Q99836 | AID 861; in the data active means inhibition above about 25%;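 further: 0% = vehicle and 100% = reference inhibitor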
Target sequence (O00206 whole entry, looked up): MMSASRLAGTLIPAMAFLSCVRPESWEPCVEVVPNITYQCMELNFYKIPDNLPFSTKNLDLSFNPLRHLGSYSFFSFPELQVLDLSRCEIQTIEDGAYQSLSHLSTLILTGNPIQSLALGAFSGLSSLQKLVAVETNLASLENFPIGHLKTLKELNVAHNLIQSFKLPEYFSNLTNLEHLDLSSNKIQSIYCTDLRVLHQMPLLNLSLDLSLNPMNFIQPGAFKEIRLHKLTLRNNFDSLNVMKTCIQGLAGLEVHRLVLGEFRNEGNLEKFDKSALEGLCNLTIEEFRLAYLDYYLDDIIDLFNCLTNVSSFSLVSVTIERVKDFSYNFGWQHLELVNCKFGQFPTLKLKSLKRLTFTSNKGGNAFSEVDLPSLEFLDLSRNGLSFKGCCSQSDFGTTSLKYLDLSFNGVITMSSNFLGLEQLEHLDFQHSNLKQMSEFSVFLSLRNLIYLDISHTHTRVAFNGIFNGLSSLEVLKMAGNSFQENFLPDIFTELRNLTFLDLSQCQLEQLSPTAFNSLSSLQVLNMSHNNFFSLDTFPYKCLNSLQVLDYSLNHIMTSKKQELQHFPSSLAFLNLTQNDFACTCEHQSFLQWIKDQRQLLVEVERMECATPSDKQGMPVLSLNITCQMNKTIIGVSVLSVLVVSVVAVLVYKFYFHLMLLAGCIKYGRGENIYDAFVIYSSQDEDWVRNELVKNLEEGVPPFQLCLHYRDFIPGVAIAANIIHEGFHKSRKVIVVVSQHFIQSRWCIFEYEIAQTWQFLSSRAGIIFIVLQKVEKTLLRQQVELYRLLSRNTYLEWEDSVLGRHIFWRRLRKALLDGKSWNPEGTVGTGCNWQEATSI
Target sequence (Q99836 whole entry, looked up): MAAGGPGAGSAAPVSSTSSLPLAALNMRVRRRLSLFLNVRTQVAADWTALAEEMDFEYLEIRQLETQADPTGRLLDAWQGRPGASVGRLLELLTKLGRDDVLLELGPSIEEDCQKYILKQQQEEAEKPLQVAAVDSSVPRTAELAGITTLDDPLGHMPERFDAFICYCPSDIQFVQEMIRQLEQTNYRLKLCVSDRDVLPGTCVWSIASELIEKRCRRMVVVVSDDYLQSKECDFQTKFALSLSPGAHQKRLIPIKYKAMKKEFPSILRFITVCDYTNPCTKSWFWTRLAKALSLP
Numbers without * were called inactive.

Screening CCOc1cc(C(=O)N/N=C\c2cn(CC)nc2C)cc(OCC)c1OCC returned STAT1 inh 5, Hsp70 activator -0.2, Diaph inh CS 11, G6PDH CS 8, STAT1 activator 96, Diaph act CS 0.9, APP 5UTR inh -1, STAT3 inh -13, STAT3 activator 109 and TLR4-MyD88 BLA 8.
For CC(=O)Nc1ccc(S(=O)(=O)N2CCN(CCCOc3cc(C)ccc3C)CC2)cc1 the results were STAT1 inh 4, Hsp70 activator -0.7, Diaph inh CS 23, G6PDH CS -4, STAT1 activator 96, Diaph act CS 0.8, APP 5UTR inh 6, STAT3 inh 14, STAT3 activator 90 and TLR4-MyD88 BLA -5.
Screening Cc1ccc(Nc2c(-c3ccccn3)nc3cccc(C)n23)cc1 returned STAT1 inh -13, Hsp70 activator -0.2, Diaph inh CS -12, G6PDH CS 16, STAT1 activator 110, Diaph act CS 1.1, APP 5UTR inh 68*, STAT3 inh 21, STAT3 activator 85 and TLR4-MyD88 BLA -9.
For O=c1[nH][nH]c(C(F)(F)F)c1C=NCc1ccc(Cl)cc1 the results were STAT1 inh 3, Hsp70 activator -0.5, Diaph inh CS 19, G6PDH CS 4, STAT1 activator 96, Diaph act CS 0.8, APP 5UTR inh 5, STAT3 inh -2, STAT3 activator 103 and TLR4-MyD88 BLA 6.
O=C(Nc1nc2ccc([N+](=O)[O-])cc2s1)c1c(F)cccc1F was read as STAT1 inh -13, Hsp70 activator 0.0, Diaph inh CS 11, G6PDH CS 3, STAT1 activator 109, Diaph act CS 0.9, APP 5UTR inh 1, STAT3 inh 14, STAT3 activator 92 and TLR4-MyD88 BLA 6.
`FC(F)(F)c1ccc(/C=N/N2CCN(Cc3ccccc3)CC2)cc1` gave STAT1 inh 8, Hsp70 activator -0.2, Diaph inh CS 16, G6PDH CS 1, STAT1 activator 93, Diaph act CS 0.8, APP 5UTR inh -6, STAT3 inh 7, STAT3 activator 92 and TLR4-MyD88 BLA -4.
`COCCCC1CCN(Cc2nc(Cc3ccccc3Cl)no2)CC1` gave STAT1 inh -2, Hsp70 activator -0.3, Diaph inh CS 9, G6PDH CS 21, STAT1 activator 100, Diaph act CS 0.9, APP 5UTR inh -15, STAT3 inh 2, STAT3 activator 103 and TLR4-MyD88 BLA -11.
O=C(O)C1SCCN1S(=O)(=O)c1ccc(N=NN2CCOCC2)cc1 (centres undefined) was read as STAT1 inh -3, Hsp70 activator -0.3, Diaph inh CS -5, G6PDH CS 5, STAT1 activator 100, Diaph act CS 1.1, APP 5UTR inh 8, STAT3 inh 1, STAT3 activator 102 and TLR4-MyD88 BLA 16.
Screening COCCCNC(=O)c1cn(Cc2c(F)cccc2Cl)nn1 returned STAT1 inh -6, Hsp70 activator 0.0, Diaph inh CS 2, G6PDH CS 15, STAT1 activator 106, Diaph act CS 1, APP 5UTR inh 4, STAT3 inh 5, STAT3 activator 98 and TLR4-MyD88 BLA -3.
O=c1c2[nH]c3ccccc3c2ncn1CCC1=CCCCC1 was read as STAT1 inh -20, Hsp70 activator -0.1, Diaph inh CS 10, G6PDH CS 4, STAT1 activator 118, Diaph act CS 0.9, APP 5UTR inh -35, STAT3 inh 4, STAT3 activator 99 and TLR4-MyD88 BLA 5.
COc1ccc(OCCCC(=O)Nc2ncn[nH]2)cc1 was read as STAT1 inh 1, Hsp70 activator 0.0, Diaph inh CS 10, G6PDH CS 5, STAT1 activator 97, Diaph act CS 0.9, APP 5UTR inh -6, STAT3 inh 8, STAT3 activator 98 and TLR4-MyD88 BLA 18.
For COCC(C)NCC(=O)NC(C)CCc1ccccc1 (centres undefined) the results were STAT1 inh -4, Hsp70 activator -0.1, Diaph inh CS -3, G6PDH CS 8, STAT1 activator 104, Diaph act CS 1, APP 5UTR inh 16, STAT3 inh 6, STAT3 activator 97 and TLR4-MyD88 BLA 7.
`CC1(C)CC2(CC(c3ccccc3)Oc3cc(O)ccc32)NC(=O)N1` (centres undefined) gave STAT1 inh -3, Hsp70 activator 0.7, Diaph inh CS 10, G6PDH CS 11, STAT1 activator 101, Diaph act CS 0.9, APP 5UTR inh -17, STAT3 inh -2, STAT3 activator 104 and TLR4-MyD88 BLA 4.
Fc1ccc(NC(=S)NCc2cccnc2)cc1 was read as STAT1 inh 0, Hsp70 activator -0.1, Diaph inh CS 5, G6PDH CS 8, STAT1 activator 99, Diaph act CS 0.9, APP 5UTR inh -2, STAT3 inh 10, STAT3 activator 97 and TLR4-MyD88 BLA 5.
`Cc1cc(C(=O)CN2C(=O)NC(C)(c3cccc(Br)c3)C2=O)c(C)n1Cc1ccco1` (centres undefined) gave STAT1 inh 2, Hsp70 activator -0.2, Diaph inh CS 15, G6PDH CS 13, STAT1 activator 98, Diaph act CS 0.8, APP 5UTR inh -2, STAT3 inh 8, STAT3 activator 96 and TLR4-MyD88 BLA -15.
CCOc1ccc(CNc2ncnc(N)n2)cc1 was read as STAT1 inh -10, Hsp70 activator 0.2, Diaph inh CS 1, G6PDH CS 2, STAT1 activator 109, Diaph act CS 1, APP 5UTR inh 12, STAT3 inh -4, STAT3 activator 100 and TLR4-MyD88 BLA 7.
O=C(CC(=O)N/N=C/c1ccccc1O)NCc1cccnc1 was read as STAT1 inh -3, Hsp70 activator 0.0, Diaph inh CS -2, G6PDH CS 8, STAT1 activator 103, Diaph act CS 1, APP 5UTR inh -3, STAT3 inh 1, STAT3 activator 98 and TLR4-MyD88 BLA -3.
Cc1ccc(CNC(=O)c2cncc(Br)c2)cc1 was read as STAT1 inh 9, Hsp70 activator -0.2, Diaph inh CS 12, G6PDH CS 1, STAT1 activator 92, Diaph act CS 0.9, APP 5UTR inh -6, STAT3 inh -1, STAT3 activator 107 and TLR4-MyD88 BLA 2.
`COc1ccccc1N=C(C)C1=C(O)CSC1=O` gave STAT1 inh -2, Hsp70 activator -0.2, Diaph inh CS 31, G6PDH CS 4, STAT1 activator 102, Diaph act CS 0.7, APP 5UTR inh -20, STAT3 inh 4, STAT3 activator 99 and TLR4-MyD88 BLA 7.
`CCOC(=O)c1[nH]c(C)c(/C(O)=C2\C(=O)C(=O)N(CCN(C)C)C2c2ccc(C)o2)c1C` (centres undefined) gave STAT1 inh 2, Hsp70 activator -0.1, Diaph inh CS 12, G6PDH CS 9, STAT1 activator 98, Diaph act CS 0.9, APP 5UTR inh 6, STAT3 inh 12, STAT3 activator 97 and TLR4-MyD88 BLA -7.
For Oc1ccc(C=Nc2ccc(N3CCOCC3)cc2)c(O)c1 the results were STAT1 inh 4, Hsp70 activator -0.1, Diaph inh CS 15, G6PDH CS 1, STAT1 activator 97, Diaph act CS 0.8, APP 5UTR inh 7, STAT3 inh 10, STAT3 activator 97 and TLR4-MyD88 BLA 7.
CC(C(=O)NCc1ccco1)n1cc([N+](=O)[O-])cn1 (centres undefined) was read as STAT1 inh 1, Hsp70 activator -0.2, Diaph inh CS 5, G6PDH CS 3, STAT1 activator 97, Diaph act CS 0.9, APP 5UTR inh -13, STAT3 inh 23, STAT3 activator 88 and TLR4-MyD88 BLA -5.
`NC(=O)c1ccsc1NC(=O)CCS(=O)(=O)c1ccccc1` gave STAT1 inh 0, Hsp70 activator -0.2, Diaph inh CS 8, G6PDH CS 13, STAT1 activator 100, Diaph act CS 0.9, APP 5UTR inh 7, STAT3 inh -6, STAT3 activator 105 and TLR4-MyD88 BLA 6.
For CC(C)Cn1c(N)c(-c2nc(C(C)C)c(C(=O)c3ccccc3F)s2)c(=O)n(C)c1=O the results were STAT1 inh -6, Hsp70 activator 0.5, Diaph inh CS -1, G6PDH CS 6, STAT1 activator 103, Diaph act CS 1, APP 5UTR inh 9, STAT3 inh 5, STAT3 activator 100 and TLR4-MyD88 BLA 0.
`O=C(NCCOc1ccccc1)c1ccccc1[N+](=O)[O-]` gave STAT1 inh -8, Hsp70 activator -0.3, Diaph inh CS -2, G6PDH CS -4, STAT1 activator 106, Diaph act CS 1, APP 5UTR inh -11, STAT3 inh -8, STAT3 activator 112 and TLR4-MyD88 BLA 3.
For CCOC(=O)n1c(=O)n(Cc2c(Cl)cccc2Cl)c2ccccc21 the results were STAT1 inh 5, Hsp70 activator -0.2, Diaph inh CS 28, G6PDH CS 1, STAT1 activator 96, Diaph act CS 0.7, APP 5UTR inh -20, STAT3 inh 8, STAT3 activator 102 and TLR4-MyD88 BLA 9.
Screening CSc1nnc(-c2ccco2)n1-c1ccccc1 returned STAT1 inh 11, Hsp70 activator -0.3, Diaph inh CS 20, G6PDH CS 3, STAT1 activator 90, Diaph act CS 0.8, APP 5UTR inh -6, STAT3 inh 4, STAT3 activator 101 and TLR4-MyD88 BLA -2.
CC1(C)NC(=O)N(CCSc2ccc(Cl)cc2)C1=O was read as STAT1 inh 0, Hsp70 activator -0.1, Diaph inh CS -10, G6PDH CS 6, STAT1 activator 100, Diaph act CS 1.1, APP 5UTR inh 10, STAT3 inh 12, STAT3 activator 93 and TLR4-MyD88 BLA 2.
For O=c1c2c(-c3ccccc3)csc2nc2n1CCC2 the results were STAT1 inh 0, Hsp70 activator -0.3, Diaph inh CS 13, G6PDH CS -2, STAT1 activator 100, Diaph act CS 0.9, APP 5UTR inh 9, STAT3 inh 7, STAT3 activator 97 and TLR4-MyD88 BLA 4.
For COc1cc(CNc2ccc(N3CCN(C(C)=O)CC3)cc2)ccc1OCc1ccccc1 the results were STAT1 inh -19, Hsp70 activator 1.1, Diaph inh CS 23, G6PDH CS 12, STAT1 activator 116, Diaph act CS 0.8, APP 5UTR inh -7, STAT3 inh 5, STAT3 activator 99 and TLR4-MyD88 BLA -7.
O=C(C1CCCN(S(=O)(=O)c2cccs2)C1)N1CCC(N2CCCCC2)CC1 (centres undefined) was read as STAT1 inh -1, Hsp70 activator -0.3, Diaph inh CS 2, G6PDH CS -3, STAT1 activator 98, Diaph act CS 1, APP 5UTR inh 14, STAT3 inh -3, STAT3 activator 102 and TLR4-MyD88 BLA 4.
`CCNC(=O)c1c(NC(C)=O)sc2c1CCCC2` gave STAT1 inh 1, Hsp70 activator -0.1, Diaph inh CS 17, G6PDH CS 8, STAT1 activator 99, Diaph act CS 0.8, APP 5UTR inh -5, STAT3 inh 6, STAT3 activator 99 and TLR4-MyD88 BLA -13.

Not a hit list. About 6.1% of those tested had a hit in this group.
